# Screening data: PubChem BioAssay, National Center for Advancing Translational Sciences (NCATS)
# N370S GC: inhibitors or activators of N370S glucocerebrosidase for Gaucher disease; P04062; N370S GC spleen homogenate, 4MU-glucoside fluorescence; Potency, µM (highest dose often 59.4 µM), for the others: at the top dose activity change, negative = inhibition, usual class: inhibitors; 330,000 compounds, 0.092% hits;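 further: 0% = full enzyme activity and -100% = no enzyme basal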
# FEN1 inh: human FEN1 inhibition. P39748. Recombinant FEN1 flap cleavage, fluorescence, 15 min. Potency, µM (highest dose often 114 µM), inactives show at the top dose activity change, negative = inhibition, hits mostly inhibitors. 390,000 compounds, 0.35% hits. AID 588795; further: nearly all actives have a fitted effect of over 65% in size
# Target sequence (P39748 whole entry, looked up): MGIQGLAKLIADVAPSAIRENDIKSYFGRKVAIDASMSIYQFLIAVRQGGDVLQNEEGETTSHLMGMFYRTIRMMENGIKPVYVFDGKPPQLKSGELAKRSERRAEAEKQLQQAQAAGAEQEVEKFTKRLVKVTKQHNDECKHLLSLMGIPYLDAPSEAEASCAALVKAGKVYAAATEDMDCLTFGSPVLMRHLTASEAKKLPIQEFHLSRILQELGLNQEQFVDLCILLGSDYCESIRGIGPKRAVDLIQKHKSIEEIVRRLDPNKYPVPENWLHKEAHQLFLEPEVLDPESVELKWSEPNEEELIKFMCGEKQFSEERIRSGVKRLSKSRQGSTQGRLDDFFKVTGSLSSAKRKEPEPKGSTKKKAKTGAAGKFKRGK
#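 Concentration–response screening of FEN1 (10 nM): 15 min compound preincubation at room temperature, reaction started with 50 nM substrate and read at 0 and 15 min. Corrected, normalized data were fitted by a four-parameter Hill equation.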
# DT40 TDP1 CPT: DT40-hTDP1 cell growth loss with CPT. chicken DT40 Tdp1-/-;hTDP1 cells + 20 nM CPT, ATP luminescence, 48 h. Potency, µM (doses to about 46.2 µM), for the others: at the top dose activity change, negative = growth inhibition, actives largely listed as inhibitors. 420,000 compounds, 12% hits; further: nearly all actives have a fitted effect of over 55% in size
#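 Chicken DT40 Tdp1-/- cells complemented with human TDP1, 400 cells/well, exposed to compounds plus 20 nM camptothecin for at least 48 h at 37 C; viability read as ATP content by CellTiter-Glo luminescence.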
# Active calls of the source: *; ? = inconclusive; . = no result given; & = joins results of further samples. The call rests on the fitted dose curve; in most records, active means well fitted curve in the direction sought with a large enough effect; inconclusive means small, poorly fitted or top-dose-only effect, or another doubt; inactive means no such curve, though single readings can be large; an effect the other way counts as inactive or inconclusive. Unless noted, on the % scale 0 is the no-effect control and ±100 the full control effect; potency means the concentration at half of the fitted maximal effect.
compound,N370S GC,FEN1 inh,DT40 TDP1 CPT
COc1nc(NC(=O)c2ccc(F)cc2)nc(OC)c1-c1ccccc1,?,-21.1%,-0.8%
COC(=O)C(COC(=O)c1c(F)cccc1F)NC(=O)c1c(F)cccc1F (stereo unspecified),-1.4%,4.0%,?
CCOC(=O)Cc1c(C)nc2c(-c3ccccc3)c[nH]n2c1=O,-1.9%,0.1%,18.4µM*
COc1cc(C(C)=O)ccc1OCC(=O)NCC1(N2CCCCC2)CCCCC1,-2.7%,22.5%,-16.4%
Nc1nc(CSc2nnnn2-c2ccc(F)c(Cl)c2)nc(N2CCOCC2)n1,.,1.3%,-25.3%
Brc1ccc(-c2ccc(/C=N/Nc3nncc(-c4ccccc4)n3)o2)cc1,-20.5%,0.0%,?
CCCc1cc(=O)oc2c(CN3CCCC3)c(O)c(Cl)cc12,?,-8.7%,?
COCc1nnc(NC(=O)c2ccc(NC(=O)C(C)C)cc2)s1,-18.2%,-4.3%,-2.9%
Cc1ccc(CS(=O)(=O)Cc2ccc(C(=O)NC3CC3)o2)cc1,-1.2%,20.7%,?
COC(=O)CNC(=O)C1Nc2ccccc2C2C=CCC12 (stereo unspecified),.,-20.2%,?
CNC(=S)N1CCN(c2nc3ccccc3s2)CC1,28.3%,-0.4%,0.4%
CCC(C)NC(=O)CSc1nc2n[nH]c(C)c2c(=N)n1-c1ccc(OC)cc1 (stereo unspecified),-14.7%,3.0%,16.4µM*
COc1cc(O)c(CCC(=O)c2ccc(OC)c(OC)c2)c(OC)c1,-7.5%,?,20.6µM*
CN1CCN(c2ccc(S(=O)(=O)N3CCOCC3)cc2NC(=O)CSCc2ccccc2)CC1,.,-0.9%,?
CCn1nc(C(=O)OC(C(=O)c2c[nH]c3ccccc23)c2ccccc2)c2ccccc2c1=O (stereo unspecified),-11.7%,-5.2%,?
Cc1ccc(C)c(NC(=O)C(Sc2cccc[n+]2[O-])c2ccccc2)c1 (stereo unspecified),-12.3%,5.4%,26.5%
CN(C)C(=O)CSc1nnc([C@H](Cc2ccccc2)NC(=O)OC(C)(C)C)o1,5.2%,-7.7%,3.0%
O=C(CSc1cccc2cccnc12)N/N=C/c1ccc(O)cc1,-9.2%,6.5%,?
O=C(NCc1ccc(F)cc1)c1ccc2c(c1)N(Cc1ccc(F)cc1Cl)C(=O)CS2,.,9.3%,4.7%
Cc1nnc(SCC(=O)N2CCCC(C(=O)c3ccc(Cl)cc3)C2)o1 (stereo unspecified),-4.6%,3.8%,5.4%
COc1ccc(CNC(=O)C2CCCN(S(=O)(=O)c3ccccc3)C2)cc1 (stereo unspecified),-3.6%,10.3%,-14.3%
O=C(CCC(=O)N(CC(=O)NC1CCCC1)Cc1ccc(F)cc1)Nc1nccs1,-1.4%,5.6%,0.1%
CC(C(=O)N1CCN(c2ccc(Cl)cc2)CC1)c1ncc(C(F)(F)F)cc1Cl (stereo unspecified),8.8%,-14.9%,18.4µM*
CN1CC(=O)N(CC(=O)NCc2ccc3c(c2)OCO3)C1=O,2.0%,9.2%,-16.5%
CCOC(=O)C1CCCN(CC(=O)Nc2nccs2)C1 (stereo unspecified),10.3%,8.4%,20.8%
C/C(CC(=O)Nc1ccc2c(c1)OCCO2)=N\NC(=O)COc1ccccc1C,1.9%,-2.2%,11.1%
COc1cc(NC(=O)C2CCCCC2)c(OC)cc1NC(=O)c1ccccc1,-3.7%,-5.5%,-17.3%
COc1ccccc1C(=O)C1CCCN(Cc2cn[nH]c2C2CCCCC2)C1 (stereo unspecified),5.7%,-11.4%,2.1%
Cc1ccc(Cl)cc1N1CCN(C(=O)c2ccc(CS(=O)Cc3ccc(Cl)cc3)o2)CC1 (stereo unspecified),8.0%,-12.5%,13µM*
Cc1ccnc(NC(=O)c2cccc(NC(=O)c3ccccc3C)c2)c1,-6.8%,-20.8%,-16.1%
CC(C)Oc1cccc(-c2cc(C(=O)N3CCN(S(C)(=O)=O)CC3)c3ccccc3n2)c1,6.6%,6.3%,?
Cc1cc(NC(=O)CSCC(=O)OCc2nnc(-c3ccccc3)o2)no1,-2.1%,5.6%,-10.0%
CC(=O)c1ccc(NC(=O)C2CCN(S(=O)(=O)c3cccc4cccnc34)CC2)cc1,2.4%,-10.6%,15.1%
CCOC(=O)C1=C(COC(=O)CCOc2ccccc2)NC(=O)NC1C (stereo unspecified),.,17.7%,23.1µM*
CCCCNC(=O)C12CCC(C)(C(=O)C1Br)C2(C)C (stereo unspecified),22.4%,8.2%,-5.7%
COc1ccccc1N1CCN(C(=O)c2ccc(Cn3c(=O)[nH]c4ccsc4c3=O)cc2)CC1,?,11.7%,?
CSc1ncccc1C(=O)NCCc1ccc(Cl)cc1,3.8%,3.3%,13.1%
CC(=O)N1CCN(C(=O)CCNS(=O)(=O)c2ccc(Br)cc2)CC1,.,5.0%,-29.0%
Cc1cc(=O)oc2c3c(cc(OCC(=O)NCc4ccccc4)c12)OC(C)(C)CC3,?,6.7%,?
CC(=O)c1ccc(C(=O)N(C)C2CCCN(Cc3ccccc3F)C2)s1 (stereo unspecified),2.7%,-7.5%,1.3%
CN(CCC#N)C(=S)Nc1ccc(S(=O)(=O)N2CCOCC2)cc1,-10.3%,-9.5%,-27.7%
CCOC(=O)C1=C(CN2CCN(C)CC2)NC(=O)NC1c1ccc(F)cc1 (stereo unspecified),.,0.7%,3.9%
Cc1nn(-c2cccc(Cl)c2)c(Cl)c1/C=N/NC(=O)c1cccs1,13.7%,7.0%,16.4µM*
CSc1ccc(CNC(=O)C2CCCN(S(=O)(=O)N(C)c3ccc(F)cc3)C2)cc1 (stereo unspecified),.,15.0%,23.1µM*
CCN(CC)CCCN1C(=O)CSC1c1ccc2c(c1)OCO2 (stereo unspecified),2.2%,4.7%,8.0%
CCN(CC(=O)NC1CC1)S(=O)(=O)c1ccc(C)cc1,-1.4%,15.5%,-2.6%
CC1=C(c2ccc(C)cc2)[N+](=O)C(C)(C)N1[O-],7.5%,-1.6%,-4.5%
CCCn1c(=O)c(C(=O)NCCc2ccc(Cl)cc2)c(O)c2ccccc21,2.8%,15.4%,?
O=C1CC(c2ccc(F)cc2)C2=C(CCCC2=O)N1 (stereo unspecified),4.0%,-16.1%,1.1%
CC(C)(C)OC(=O)N1CCC2(CC1)Oc1ccc(F)cc1C(=O)C21CC(c2cccnc2)=NO1 (stereo unspecified),3.1%,1.5%,?

# Further records
compound,N370S GC,FEN1 inh,DT40 TDP1 CPT
CCC(/C=C/C(C)C1CCC2C3CC=C4CC(O)CC[C@@]4(C)C3CC[C@@]12C)C(C)C (stereo partly specified),6.1%,.,-18.1%
O=C(CCc1ccc(S(=O)(=O)N2CCOCC2)cc1)Nc1ccc(F)cc1[N+](=O)[O-],.,2.7%,?
NC(=O)C(F)(F)C12OC3C4C5CC(C6C5C3C61)C42 (stereo unspecified),2.6%,-4.0%,-4.9%
COc1ccccc1NS(=O)(=O)c1ccc2oc(SC)nc2c1,3.9%,0.5%,?
O=C(/C=C/c1ccccc1[N+](=O)[O-])OC1CCCCC1=O (stereo unspecified),6.5%,-1.5%,-14.9%
O=C(c1cc(COc2ccc(F)cc2F)on1)N1CCSCC1,5.8%,-4.5%,13.7%
COc1ccc2c(c1)c1c(c(=O)n(CCc3ccccc3)c(=O)n1Cc1ccc(F)cc1)n2C,.,21.4%,-7.6%
COc1cc(C2C(C#N)=C(N)N(N(C)C)C3=C2C(=O)CCC3)cc(OC)c1OC (stereo unspecified),-7.9%,9.3%,-17.2%
CC(C(=O)NC1CCCC1)N1CCN(S(=O)(=O)c2ccc(C(C)(C)C)cc2)CC1 (stereo unspecified),.,-0.2%,20.6µM*
COc1ccccc1CNC(=O)CCNC(=O)N1CC(=O)Nc2ccccc21,-17.4%,-1.7%,-1.0%
CSc1ccccc1C(=O)C1CCCN(C(=O)c2csnn2)C1 (stereo unspecified),28.4%,-0.3%,-13.5%
O=C(N/N=C/c1cccnc1)c1cc(O)c(O)c(O)c1,-13.3%,3.98µM*,?
Cc1ccc(NC(=O)C/C(N)=N/O)cc1C,4.5%,-4.5%,-3.8%
COc1ccc(NC(=O)C/C(C)=N/NC(=O)C(=O)Nc2cccc(Cl)c2C)c(OC)c1,29.2%,-7.5%,-17.9%
CC(=O)N[C@@H](Cc1c[nH]c2ccccc12)C(=O)OCc1cc(C(F)(F)F)cc(C(F)(F)F)c1,-4.8%&-0.3%&-0.2%,-12.6%,-8.7%&12.0%
Cn1c(=O)c(Oc2ccc(F)cc2)c(O)c2ccccc21,-2.4%,-6.3%,-7.0%
Oc1ccc(C[C@H]2CNC(=S)N2CC2CCCN2C[C@H](Cc2ccc(O)cc2)N2C[C@H](Cc3ccccc3)N(CC3CCCCC3)C2=S)cc1 (stereo partly specified),.,-2.4%,16.4µM*
Cc1cc(C)n(CCN(C)Cc2cn[nH]c2-c2ccc(F)cc2F)n1,5.1%,-3.4%,2.7%
CCCCC(=O)Nc1ccc(F)c(Cl)c1,17.2%,-10.6%,0.9%
CCOCCCNC(=O)c1cn(CC(C)C)c(=O)c2c1c1ccccc1n2C,22.7%,-1.1%&0.3%,-3.8%&-17.7%
CC(=O)Nc1ccc(C)c(NC(=S)Nc2ccc(F)cc2)c1,-3.0%,-7.5%,-18.0%
O=C(Nc1ccc2c(c1)OCCO2)NC1CCCCC1,-3.8%,-11.3%,4.2%
Cc1ccc(CSc2nc3sc(C)c(C)c3c(=O)n2Cc2ccco2)cc1,12.8%,-16.8%,-2.1%
COc1ccccc1NC(=O)/C(C#N)=C/c1cc([N+](=O)[O-])ccc1N1CCCC1,8.4%,4.3%,-25.8%
CCCCC(=O)NC(=S)Nc1ccccc1C(=O)Nc1ccccc1,10.1%,-1.7%,0.2%

# The results go on.
# Values run as follows: N370S GC	FEN1 inh	DT40 TDP1 CPT
- O=C(CSc1ccccc1)NCc1ccccc1
    -2.2%	-7.3%	19.4%
- CCSc1nnc(NC(=O)Cn2cnc3c2c(=O)n(C)c(=O)n3C)s1
    -3.2%	-4.9%	1.6%
- Cc1ccccc1N1CC(c2nnc(NC(=O)c3ccco3)s2)CC1=O (stereo unspecified)
    .	16.8%	1.1%
- CN1CC(=O)N(CCOc2ccccc2)C1=O
    -14.9%	1.8%	-8.0%
- CN1C[C@@H]2[C@@H]3C(=O)N(Cc4ccccc4)C(=O)[C@@H]3[C@](C)(C1=O)N2C(=O)c1ccc(Br)cc1
    .	6.5%	0.4%
- Cn1c(=O)c2c(nc(NC3CCCC3)n2C)n(C)c1=O
    1.7%	-4.5%	?
- CC(=O)N1c2ccc(S(=O)(=O)N3CCCCCC3)cc2CC1C(=O)NCc1ccc(Cl)cc1 (stereo unspecified)
    .	0.1%	?
- COc1ccc(S(=O)(=O)N2CC(O)CC2C(=O)OCC(=O)Nc2ccc(Cl)cn2)cc1 (stereo unspecified)
    5.5%	3.6%	5.4%
- O=C(Nc1ccc(F)c(Cl)c1)c1cncs1
    -3.5%	0.2%	-17.0%
- CC(=O)CN1C(=O)NC(c2ccccc2)(c2ccccc2)C1=O
    -11.1%	4.0%	0.4%
- C#CCSc1nc(-c2cccs2)ccc1C#N
    9.1%	-19.7%	-8.8%
- CC(C)Cc1nc(SCC(=O)N2CCOCC2)c2c(=O)n(C)c(=O)n(C)c2n1
    -0.6%	-7.9%	15.0%
- COc1ccc(-n2c3c(cc(-c4nc(-c5ccc(Cl)cc5)cs4)c2=O)C(=O)CC(C)(C)C3)cc1Cl
    .	-4.3%	-11.7%
- S=C(Nc1ccccc1)N1CCCCCCC1
    ?	1.7%	-3.1%
- Cc1cc(C(=O)N2CCN(c3ccccc3)CC2)no1
    4.9%	-0.8%	1.3%

# Compound profiles, from the list above. Order of screens: N370S GC, FEN1 inh, DT40 TDP1 CPT
# CC1=C(c2ccc(C)cc2)[N+](=O)C(C)(C)N1[O-] reads 7.5%, -1.6%, -4.5%
# CN1CCN(c2ccc(S(=O)(=O)N3CCOCC3)cc2NC(=O)CSCc2ccccc2)CC1 reads ., -0.9%, ?
# Oc1ccc(C[C@H]2CNC(=S)N2CC2CCCN2C[C@H](Cc2ccc(O)cc2)N2C[C@H](Cc3ccccc3)N(CC3CCCCC3)C2=S)cc1 (stereo partly specified) reads ., -2.4%, 16.4µM*
# CSc1ccccc1C(=O)C1CCCN(C(=O)c2csnn2)C1 (stereo unspecified) reads 28.4%, -0.3%, -13.5%
# C#CCSc1nc(-c2cccs2)ccc1C#N reads 9.1%, -19.7%, -8.8%

# Some of the compounds tested; rates above refer to the full screens.
